hgDAF12 agonist = H. glycines DAF-12 receptor agonists, primary screen, cell-based, luminescence, HEK293, GAL4 fusion, UAS-luciferase; Nuclear hormone receptor DAF-12 (Heterodera glycines), GAL4 fusion; 370,000 tested, 1.8% active; activation, % at 6.8 µM; AID 687014, 2013; HEK293 GAL4-hgDAF12 UAS-luciferase reporter, agonist luminescence; normalized to butyrate control;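 active = activation above a cutoff set at the mean of all screened compounds plus 3 SD, cut at about 10% in these data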;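 note: 0% = DMSO wells and 100% = sodium butyrate wells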
DAX1 inh-1 = DAX1 (NR0B1) inhibitors on StAR promoter, primary screen, cell-based, luminescence, SF-1 (NR5A1), full-length DAX-1 | HEK293T StAR-luciferase reporter, SF-1/DAX-1 repression relief | AID 652010, 2013 | inhibition, % at 6.8 µM | 370,000 tested, 1.1% active;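 active = inhibition above the mean over all tested compounds plus 3 SD, cut at about 3.6% in these data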;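 note: 0% = DAX-1 cells with DMSO and 100% = cells lacking DAX-1 with DMSO; higher inhibition means more luminescence from relief of DAX-1 repression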
hcDAF-12 act = H. contortus DAF-12 nuclear receptor activators, primary screen, cell-based, luminescence, HEK293, lit1-tk-luc reporter | HEK293 hcDAF-12 lit1-tk-luc reporter; 0% DMSO, 100% Δ7-dafachronic acid | activation, % at 6.8 µM | 370,000 tested, 1.4% active | AID 652067, 2013;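 active = activation above the mean of all tested compounds plus 3 SD, cut at about 5.5% in these data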;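 note: 100% = response to 3 µM Δ7-dafachronic acid high control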
PLCb3 inh = human PLC-beta3 inhibitors, primary screen, biochemical, fluorescence. 1-phosphatidylinositol 4,5-bisphosphate phosphodiesterase beta-3 (Homo sapiens), Q01970. Purified PLC-beta3, fluorogenic substrate. inhibition, % at 12.2 µM. 370,000 tested, 0.18% active. AID 720704, 2013; in the data active = inhibition above about 11%;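 note: 0% = median of compound wells on plate and 100% = full blocker control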
Target sequence (Q01970 whole entry, looked up): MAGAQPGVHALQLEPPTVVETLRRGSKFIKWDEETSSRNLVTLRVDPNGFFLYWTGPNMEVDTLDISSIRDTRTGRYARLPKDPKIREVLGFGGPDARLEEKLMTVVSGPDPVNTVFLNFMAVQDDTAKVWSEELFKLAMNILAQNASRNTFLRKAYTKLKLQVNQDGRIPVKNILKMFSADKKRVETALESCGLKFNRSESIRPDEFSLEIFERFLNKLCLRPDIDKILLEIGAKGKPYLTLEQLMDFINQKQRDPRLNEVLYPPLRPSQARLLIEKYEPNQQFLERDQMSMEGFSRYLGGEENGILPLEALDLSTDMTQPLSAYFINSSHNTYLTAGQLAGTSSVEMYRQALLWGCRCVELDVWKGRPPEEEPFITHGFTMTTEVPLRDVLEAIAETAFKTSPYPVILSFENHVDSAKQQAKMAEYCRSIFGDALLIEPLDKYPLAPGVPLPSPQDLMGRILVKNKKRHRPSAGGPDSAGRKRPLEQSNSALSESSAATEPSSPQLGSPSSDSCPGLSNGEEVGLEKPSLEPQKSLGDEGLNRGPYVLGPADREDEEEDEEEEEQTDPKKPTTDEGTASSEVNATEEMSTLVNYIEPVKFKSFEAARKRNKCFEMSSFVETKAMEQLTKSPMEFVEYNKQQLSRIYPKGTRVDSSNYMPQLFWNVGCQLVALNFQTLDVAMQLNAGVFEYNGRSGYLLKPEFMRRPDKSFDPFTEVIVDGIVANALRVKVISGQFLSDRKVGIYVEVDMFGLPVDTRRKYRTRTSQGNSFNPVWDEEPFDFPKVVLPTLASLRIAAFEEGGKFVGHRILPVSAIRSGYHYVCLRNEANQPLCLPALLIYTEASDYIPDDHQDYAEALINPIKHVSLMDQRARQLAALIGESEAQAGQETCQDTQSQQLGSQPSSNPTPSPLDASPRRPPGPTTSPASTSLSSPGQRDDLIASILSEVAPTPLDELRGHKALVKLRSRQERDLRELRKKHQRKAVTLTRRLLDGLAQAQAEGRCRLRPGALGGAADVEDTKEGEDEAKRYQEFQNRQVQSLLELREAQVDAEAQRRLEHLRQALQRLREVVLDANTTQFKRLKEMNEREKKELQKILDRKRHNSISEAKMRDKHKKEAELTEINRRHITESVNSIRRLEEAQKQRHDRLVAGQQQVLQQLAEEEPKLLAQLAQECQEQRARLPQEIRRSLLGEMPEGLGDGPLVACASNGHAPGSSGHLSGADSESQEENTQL
sPLA2-III inh = human group III sPLA2 inhibitors, primary screen, biochemical, QFRET, BODIPY PC-A2 liposome substrate | QFRET BODIPY PC-A2 liposome hydrolysis, fluorescence | AID 743126, 2013 | Group 3 secretory phospholipase A2 (Homo sapiens), Q9NZ20 | inhibition, % at 12.2 µM | 370,000 tested, 0.56% active;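 active = inhibition above mean plus 3 SD of compounds lying within the high and low control bounds, cut at about 19% in these data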;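 note: 0% = median of test compound wells and 100% = no enzyme DMSO wells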
Rev-erbA mod = modulators of Rev-erb alpha DNA binding, primary screen, biochemical, FITC-DNA, fluorescence polarization, uHTS; 370,000 tested, 0.79% active; activity, % at 10 µM; Rev-erbα–FITC-DNA binding, 90 min; Nuclear receptor subfamily 1 group D member 1 (Homo sapiens), P20393;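 active = activity above about 14%, limit read from the data; passing the limit was not always enough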;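 note: 0% = DMSO wells with 35 nM protein and 100% = DMSO wells with 750 nM protein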
SMARCA2 act = SMARCA2 (BRM) function activators, primary screen, cell-based, luminescence, high throughput. MG213 cells, MMTV-luciferase reporter, dexamethasone, overnight. activation, % at 9.1 µM. 370,000 tested, 1% active; in the data active = activation above about 7.8%;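 note: 0% = vehicle wells and 100% = reference activator wells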
ssDAF12 agonist = S. stercoralis DAF-12 nuclear receptor activators, primary screen, cell-based, luminescence, HEK293, GRIP1 co-expression, lit1-tk-luc. Nuclear hormone receptor DAF-12 (Strongyloides stercoralis). HEK293 ssDAF-12/GRIP1 lit1-tk-luc reporter; % of 3 µM dafachronic acid response. activation, % at 6.8 µM. 370,000 tested, 1% active. AID 652126, 2013;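 active = activation above the mean over all tested compounds plus 3 SD, cut at about 0.9% in these data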;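 note: 0% = DMSO-only wells and 100% = 3 µM delta7-dafachronic acid wells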
PG9 binder = binders of HIV-1 gp120 antibody PG9, primary screen, biochemical, TR-FRET | TR-FRET gp120-PG9 antibody binding | inhibition, % at 6.7 µM | 360,000 tested, 0.43% active | AID 624416, 2012; in the data active = inhibition above about 8.5%
FXN GAA850 act = FXN promoter activators, primary screen, cell-based, luciferase luminescence, HEK293 lucGAA850 | HEK293 lucGAA850 FXN promoter luciferase reporter, 24 h; percent of 10 µM SAHA response | activation, % at 6 µM | 360,000 tested, 0.56% active | AID 540364, 2011;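 active = activation above the average of all compounds screened plus 3 SD, cutoff fixed separately per campaign, cut at about 7.5% in these data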;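 note: 0% = DMSO wells and 100% = 10 µM SAHA wells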
DAX1 inh-2 = DAX1 (NR0B1) inhibitors, primary screen, cell-based, HEK293, Gal4-DAX1, luciferase luminescence; HEK293 Gal4-DAX1 luciferase reporter; inhibition, % at 6.75 µM; 340,000 tested, 0.99% active; AID 504766, 2011;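 active = inhibition above the mean over all tested compounds plus 3 SD, cut at about 4.2% in these data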;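 note: 0% = DAX1-transfected cells with DMSO and 100% = empty-vector control cells with DMSO; inhibition shows as a rise in luminescence from relieved DAX1 repression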
* marks the source's active call; other numbers are inactive results; · = no result given. Outcome played no part in choosing rows; overall some 7% were active at least once.

no. | Structure | hgDAF12 agonist | SMARCA2 act | ssDAF12 agonist | sPLA2-III inh | FXN GAA850 act | hcDAF-12 act | PG9 binder | PLCb3 inh | DAX1 inh-1 | DAX1 inh-2 | Rev-erbA mod
1 | Cc1c(NC(=O)C(C)Oc2ccccc2F)c(=O)n(-c2ccccc2)n1C (stereo not given) | -0.5 | -3 | -0.9 | 10 | 0.8 | -2.1 | -0.2 | -5 | 0.6 | -0.3 | 4
2 | Cc1ccc(-n2c(SCC(=O)Nc3cc(C)on3)nc3c([nH]c4ccccc43)c2=O)cc1 | 4.1 | -3 | -1.3 | 3 | 2.6 | 2.9 | -1.2 | 1 | -0.2 | 0.1 | -4
3 | Cc1nc(C(F)(F)F)c(C(=O)N/N=C(\N)c2ccccn2)s1 | -3.4 | -2 | -1.3 | 1 | -1.9 | -1.2 | -3.4 | 1 | -2.2 | -0.7 | -9
4 | COCCn1nnnc1SCC(=O)Nc1ccc2c(c1)OCO2 | -0.2 | -1 | 0.3 | 3 | -0.9 | -1.9 | -0.3 | 4 | 0.7 | -0.5 | 3
5 | CC(C)c1ccc(Nc2nnc(SC3CCOC3=O)s2)cc1 (stereo not given) | -0.2 | -2 | -0.8 | -71 | 0.3 | -1.7 | -0.8 | 2 | -0.1 | -1.1 | 2
6 | CCC(=O)Nc1ccc(NC(=O)CSc2nc3cc4c(cc3cc2C)CCC4)cc1 | -0.2 | 0 | -0.9 | -3 | 2.5 | -0.9 | 1.3 | 0 | -2.2 | -0.3 | 16
7 | Cc1c(-c2ccccc2)nnn1-c1ccc(F)c(Cl)c1 | 5.7 | 0 | -0.7 | -6 | · | 0.9 | 0.3 | 1 | 0.5 | · | 1
8 | Cn1c(=O)[nH]c(=O)c2c1nc(NCCN)n2CCOc1ccccc1 | -1.2 | -1 | -1.4 | 4 | 0.8 | -1.2 | 1.0 | -5 | 0.3 | 0.5 | 1
9 | CCC(C)Sc1ccc([C@H]2N[C@@](C)(C(=O)OC)[C@H]3C(=O)N(CC)C(=O)[C@@H]23)cc1OC (stereo not given in full) | -0.8 | -1 | -1.3 | 2 | 2.2 | -0.7 | 0.0 | -2 | 0.1 | 0.0 | 0
10 | COc1ccc(-n2c(O)c(/C=N/NS(=O)(=O)c3cc(C)ccc3C)c3ccccc3c2=O)cc1OC | -1.5 | -3 | -0.7 | -10 | -2.6 | 4.9 | -0.8 | -68 | 0.8 | -1.8 | 2
11 | O=C(NCc1ccc(F)cc1)c1ccc(S(=O)(=O)N2CCCC2)cc1 | -2.1 | -2 | -1.6 | -6 | -2.2 | -0.6 | -2.3 | 1 | -0.9 | 1.1 | 2
12 | O=C(COC(=O)c1ccc([N+](=O)[O-])o1)NC1CCCCC1 | -0.6 | -1 | -1.6 | -3 | -0.6 | 0.7 | -1.2 | -3 | 0.4 | 0.4 | -4
13 | O=C(NCC(c1ccco1)N1CCc2ccccc2C1)c1cccc([N+](=O)[O-])c1 (stereo not given) | -0.6 | -1 | -0.9 | 6 | -0.3 | -1.2 | 0.0 | -5 | 0.3 | -1.3 | -8
14 | Cc1cccc(NC(=O)Cn2cnc3c(oc4nc5c(cc43)COC(C)(C)C5)c2=O)c1 | 1.6 | 0 | -0.2 | -4 | -0.2 | -1.0 | 0.6 | 0 | 0.2 | -0.7 | 3
15 | CCOC(=O)c1cc2c(ccn2C)n1CC(=O)N(C)C | -0.9 | -4 | -1.5 | 5 | 0.8 | -0.1 | -0.7 | -49 | -0.9 | 0.3 | -3

The closing 2 records of the section above are carried over, then new ones follow.
no. | Structure | hgDAF12 agonist | SMARCA2 act | ssDAF12 agonist | sPLA2-III inh | FXN GAA850 act | hcDAF-12 act | PG9 binder | PLCb3 inh | DAX1 inh-1 | DAX1 inh-2 | Rev-erbA mod
14 | Cc1cccc(NC(=O)Cn2cnc3c(oc4nc5c(cc43)COC(C)(C)C5)c2=O)c1 | 1.6 | 0 | -0.2 | -4 | -0.2 | -1.0 | 0.6 | 0 | 0.2 | -0.7 | 3
15 | CCOC(=O)c1cc2c(ccn2C)n1CC(=O)N(C)C | -0.9 | -4 | -1.5 | 5 | 0.8 | -0.1 | -0.7 | -49 | -0.9 | 0.3 | -3
16 | Cc1ccccc1N1CCN(C2CCCN(C(=O)c3ocnc3C)C2)CC1 (stereo not given) | 1.0 | -5 | -1.1 | -4 | 3.0 | 0.1 | 0.1 | 9 | -0.6 | -0.2 | -2
17 | Cc1ccc(NC(=O)/C(=C\c2cccc(Br)c2)NC(=O)c2ccco2)cc1 | 1.2 | -3 | -0.9 | 4 | 2.6 | -0.9 | 1.4 | 4 | 0.1 | -0.5 | 2
18 | Cc1ccc(OCC(=O)OCC(=O)c2cccc([N+](=O)[O-])c2)cc1C | -0.8 | 0 | -0.8 | 5 | 0.3 | -0.5 | -0.1 | -4 | 1.5 | 0.1 | 1
19 | O=C(COC(=O)CCc1nc2ccccc2c(=O)[nH]1)Nc1ccc(Cl)cn1 | -1.0 | -4 | -1.3 | 4 | -0.1 | -0.4 | -0.5 | -13 | -0.1 | 1.5 | -7
20 | CCCCCCn1c(COc2ccccc2F)nnc1SCC(=O)c1c(N)n(C)c(=O)n(C)c1=O | -0.5 | -3 | 1.2* | -2 | · | -0.6 | -3.5 | 0 | 1.1 | · | -9
21 | NC(=O)NNc1cccc(Cl)n1 | -0.9 | 3 | -1.3 | -1 | 4.0 | -1.1 | -2.5 | -2 | -0.2 | -0.4 | -10
22 | O=C(CCN1C(=O)C2C3C=CC(C3)C2C1=O)N1CCN(c2cccc(Cl)c2)CC1 (stereo not given) | -1.8 | -2 | -1.2 | 4 | 2.8 | -1.2 | -0.8 | 2 | -0.7 | -1.4 | 0
23 | OCCNCc1cc(Br)ccc1OCc1ccc(Cl)cc1Cl | 2.5 | -3 | -0.8 | 7 | 1.0 | -0.1 | 0.9 | -1 | -0.6 | -0.5 | 2
24 | COc1ccc(C(=O)NCCSC2CCCCC2)cc1 | 16* | 7 | -0.5 | 5 | 7.5 | 3.2 | -1.1 | -3 | 2.4 | 0.1 | 0
25 | COc1ccc(NC(=O)COc2nsnc2N2CCOCC2)cc1 | -4.1 | -3 | -1.4 | 6 | -0.4 | -0.1 | -0.3 | 1 | -0.5 | 0.0 | 1
26 | COC(=O)CSc1nnc(Cc2cc(=O)[nH]c(=O)[nH]2)n1-c1cccc(OC)c1 | -1.4 | -1 | -0.5 | -7 | 0.7 | -0.1 | 1.8 | 2 | 0.0 | 1.4 | -9
27 | Cc1noc(NS(=O)(=O)c2ccc(NC(=O)C(Cl)(Cl)Cl)cc2)c1C | 1.5 | 2 | -0.7 | -1 | 0.3 | 2.0 | 0.3 | -5 | 0.6 | 0.4 | 2
28 | COc1cccc(N2CCN(c3ccc4nnc(CCC(=O)Nc5cc(C)ccn5)n4n3)CC2)c1 | 1.4 | 1 | -1.0 | -3 | 2.1 | 0.9 | -1.2 | -6 | -0.4 | -0.1 | -3
29 | CC(C(=O)N(C)C1CCCCC1)N1CCC(C(N)=O)CC1 (stereo not given) | -3.3 | 0 | -1.9 | 1 | -1.8 | -1.6 | -0.1 | 0 | 0.0 | -0.8 | -1
30 | COc1cc([N+](=O)[O-])cc(/C=N/NC(=O)c2cccnc2)c1O | 1.4 | -2 | -1.7 | -1 | -0.2 | -2.1 | -5.8 | -4 | -0.3 | 0.4 | 13
31 | COc1ccccc1NC(=O)Nc1ccccc1N1CCOCC1 | 3.0 | -1 | -1.1 | -7 | 1.3 | 0.2 | -2.4 | -4 | 0.2 | 4.0 | 3
32 | O=C(CNC(=S)N(Cc1ccc(F)cc1)C1CCCCC1)NCCN1CCOCC1 | -1.1 | -2 | -1.2 | 8 | -0.7 | -1.6 | -1.7 | -4 | -0.4 | -0.2 | -4
33 | COc1ccc(Br)cc1CNc1ccc(N2CCOCC2)cc1 | -2.1 | -1 | -1.6 | 8 | 0.4 | -3.0 | -5.5 | -107 | -0.9 | -0.7 | -2
34 | O=C(Nc1ccc2c(c1)OCCO2)c1cccc(S(=O)(=O)N2CCOCC2)c1 | 5.3 | 3 | -0.4 | -1 | 0.1 | 0.1 | 0.4 | 0 | 1.1 | 1.4 | 0
35 | Cc1cc(=O)[nH]c2c(N=Nc3ccc(O)cc3)c(N)nn12 | -5.5 | 2 | -1.4 | -4 | -1.6 | -3.3 | -23 | 3 | -0.9 | 0.7 | 4
36 | CCCNC(=O)N1CC[C@H]2[C@@H]1c1cc(-c3ccc(F)cc3)ccc1N(C)[C@H]2CO | -2.4 | -6 | -0.8 | 5 | · | -0.4 | · | -66 | -1.4 | · | -1
37 | Cc1cccc(-n2nnc3cnn(C)c3c2=O)c1 | -1.4 | 1 | -1.4 | 8 | 0.6 | -1.4 | -1.1 | 0 | 0.1 | 0.4 | -3
38 | CCN1CCN(CCOc2cccc(Oc3ccccc3)c2)CC1 | 3.3 | 8.0* | -0.7 | 0 | 1.5 | 0.5 | -1.6 | -3 | 0.1 | -0.9 | 4
39 | Cc1cc2c(cc1C)CN(c1ccccc1)C2 | 12* | 6 | 0.1 | 0 | 4.0 | 5.2 | 0.1 | -10 | 2.2 | 3.4 | 1
40 | NC(=O)CN1CCCC1c1ccc2c(c1)OCCO2 (stereo not given) | -2.3 | 1 | -0.8 | -3 | 0.0 | 0.8 | -0.1 | -4 | 0.5 | 0.1 | 2
41 | O=C(COC(=O)c1ccc([N+](=O)[O-])o1)Nc1ncc(Cl)cc1Cl | -2.8 | -1 | -1.0 | -5 | -0.6 | 1.2 | 0.6 | -18 | -2.1 | 1.6 | -4
42 | O=C(c1ccc(N2CCOCC2)nc1)N1CCOCC1 | 0.3 | -2 | -1.3 | 3 | -0.4 | 0.3 | -0.6 | -1 | 0.5 | 0.4 | 5
43 | FC(F)(F)c1ccccc1-c1nc(-c2ccncc2)no1 | 4.6 | 5 | -1.5 | 3 | 3.5 | -0.9 | 0.6 | -8 | -0.5 | 1.4 | 1
44 | Cc1nc(C(=O)NC2CC2)sc1C1(C)CC(c2ccccc2)=NO1 (stereo not given) | 0.0 | 2 | -1.2 | 6 | -0.9 | -0.7 | -0.7 | 5 | -0.2 | 3.4 | 3
45 | COc1ccc(-n2c(C)cc(C(=O)COC(=O)Cc3n[nH]c(=O)c4ccccc34)c2C)cc1 | -2.6 | -4 | -1.8 | -14 | 0.3 | -3.1 | 0.2 | 0 | -2.1 | -2.4 | -6

Screening results deposited in PubChem BioAssay by several laboratories.
